# Apoferritin bind: qHTS Assay for Identification of Novel General Anesthetics; Potency, µM (doses to about 77.5 µM), inactives show at the highest dose activity change, negative = displacement, most hits filed as inhibitors; hit rate 0.074% among 350,000; apoferritin/1-aminoanthracene competitive binding, fluorescence; Ferritin light chain (Equus caballus), P02791; further: potency means the concentration at half of the fitted maximal effect; on the % scale 0 is the no-effect control and ±100 the full control effect; nearly all actives have a fitted effect of over 20% in size
# Target sequence (P02791 2-175 limits assumed): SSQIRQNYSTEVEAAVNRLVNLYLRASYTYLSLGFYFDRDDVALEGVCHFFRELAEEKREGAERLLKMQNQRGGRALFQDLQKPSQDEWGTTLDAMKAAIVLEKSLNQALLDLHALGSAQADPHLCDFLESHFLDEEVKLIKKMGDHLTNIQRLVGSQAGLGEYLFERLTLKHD
#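 Horse-spleen apoferritin (10 uM) was mixed with 50% saturated 1-aminoanthracene in PBS, exposed to compounds for 10 min at room temperature, and read for fluorescence (ex 380 nm, em 535 nm). Competitive displacement was fitted with a four-parameter Hill equation.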
# APEX1 inh: qHTS Assay for Inhibitors of the Human Apurinic/apyrimidinic Endonuclease 1 (APE1); DNA repair nuclease/redox regulator APEX1 (Homo sapiens), P27695; recombinant APE1, TAMRA/BHQ-2 abasic DNA cleavage fluorescence; Potency, µM (highest dose often 65.8 µM), for the others: at the top dose activity change, negative = inhibition, actives largely listed as inhibitors; hit rate 0.35% among 350,000; AID 2517, 2012;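 further: potency means the concentration at half of the fitted maximal effect; plate controls were vehicle for no effect and reference inhibitor for full effect; nearly all actives have a fitted effect of over 55% in size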
#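 Incision of a quenched TAMRA/BHQ-2 THF abasic-site duplex (50 nM) by 0.75 nM APE1, after 15 min compound preincubation, measured as fluorescence increase over three 60 s reads. Values normalized to buffer, DMSO and NSC13755 control wells.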
# Pol eta inh: qHTS for Inhibitors of Polymerase Eta; recombinant Pol eta, fluorescent DNA replication assay; AID 588591, 2011; Potency, µM (doses to about 114 µM), without a hit: top-dose activity change, negative = inhibition, actives largely listed as inhibitors; hit rate 1.2% among 390,000; DNA polymerase eta (Homo sapiens), Q9Y253; further: potency means the concentration at half of the fitted maximal effect; on the % scale 0 is the no-effect control and ±100 the full control effect
#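 Pol eta (10 nM) was preincubated with compounds for 15 min at room temperature, after which fluorescent replication substrate (50 nM final) was added to start the reaction. Fluorescence was read kinetically at 0 and 10 min.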
# RXFP1 antagonist: qHTS Assay for Antagonists of the Relaxin Receptor RXFP1; Relaxin receptor 1 (Homo sapiens), Q9HBX9; HEK293-RXFP1, relaxin-stimulated cAMP HTRF, 30 min; stronger effect = lower value; activity change, negative = inhibition, % at 57.5 µM; hit rate 0.59% among 350,000; AID 1259400, 2018;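 active means activity change of -60% or lower, but not beyond a set lower limit; inconclusive means change between -60% and -40%, or beyond the set limit; inactive means change above -40%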; further: on the % scale 0 is the no-effect control and ±100 the full control effect
# BLM helicase inh: qHTS Assay for Inhibitors of Bloom's syndrome helicase (BLM); RecQ-like DNA helicase BLM (Homo sapiens), P54132; AID 2528, 2010; recombinant BLM DNA unwinding, fluorescence dequenching; Potency, µM (series often up to 56.1 µM), for the others: at the highest dose activity change, negative = inhibition, actives largely listed as inhibitors; hit rate 0.2% among 350,000;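 further: potency means the concentration at half of the fitted maximal effect; plate controls were vehicle for no effect and no enzyme for full effect; nearly all actives have a fitted effect of over 35% in size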
# POLK inh: qHTS for Inhibitors of Polymerase Kappa. purified Pol kappa, fluorescent DNA synthesis assay, 10 min. Potency, µM (titrated, usually from 107 µM), for inactives: at the top dose activity, negative = inhibition, actives largely listed as inhibitors. hit rate 0.53% among 400,000; further: potency means the concentration at half of the fitted maximal effect; on the % scale 0 is the no-effect control and ±100 the full control effect
# Target sequence (Q9UBT6 whole entry, looked up): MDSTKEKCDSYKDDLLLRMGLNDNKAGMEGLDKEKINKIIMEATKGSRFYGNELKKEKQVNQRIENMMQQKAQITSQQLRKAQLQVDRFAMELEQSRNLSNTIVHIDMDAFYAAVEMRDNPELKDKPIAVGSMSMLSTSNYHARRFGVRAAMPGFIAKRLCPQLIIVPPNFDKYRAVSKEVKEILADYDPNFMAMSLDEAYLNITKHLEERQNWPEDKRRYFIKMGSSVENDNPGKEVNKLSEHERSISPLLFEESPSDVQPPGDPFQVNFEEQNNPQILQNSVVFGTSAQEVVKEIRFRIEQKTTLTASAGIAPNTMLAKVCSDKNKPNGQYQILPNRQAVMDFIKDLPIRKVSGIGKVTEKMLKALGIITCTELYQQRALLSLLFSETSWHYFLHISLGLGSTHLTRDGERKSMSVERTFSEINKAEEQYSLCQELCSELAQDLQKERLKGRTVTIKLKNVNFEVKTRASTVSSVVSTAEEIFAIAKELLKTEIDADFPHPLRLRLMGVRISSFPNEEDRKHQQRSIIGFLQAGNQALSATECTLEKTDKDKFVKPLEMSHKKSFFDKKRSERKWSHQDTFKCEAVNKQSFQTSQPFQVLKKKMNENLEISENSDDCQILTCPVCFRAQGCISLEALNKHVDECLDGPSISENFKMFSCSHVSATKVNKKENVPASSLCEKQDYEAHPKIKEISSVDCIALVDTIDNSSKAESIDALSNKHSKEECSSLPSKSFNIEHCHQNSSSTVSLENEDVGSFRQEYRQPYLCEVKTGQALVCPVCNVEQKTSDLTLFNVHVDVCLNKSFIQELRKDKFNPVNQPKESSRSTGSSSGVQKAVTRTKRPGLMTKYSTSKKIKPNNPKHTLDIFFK
#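 Enzyme at 10 nM met test compounds for 15 min at room temperature. Substrate addition (50 nM final) began the reaction, which was monitored by fluorescence at 0 and 10 min.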
# Tb PGK inh: qHTS Assay to Find Inhibitors of Phosphoglycerate Kinase | Phosphoglycerate kinase, glycosomal (Trypanosoma brucei brucei), P07378 | PGK/GAPDH coupled, Kinase-Glo luminescence, 60 min | Potency, µM (top dose mostly 57.5 µM), for the others: top-dose activity change, negative = inhibition, usual class: inhibitors | hit rate 0.043% among 380,000; further: potency means the concentration at half of the fitted maximal effect; on the % scale 0 is the no-effect control and ±100 the full control effect; nearly all actives have a fitted effect of over 60% in size
#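 Luminescent ATP detection (Kinase-Glo Plus) follows a 60-minute room-temperature incubation, with wells lacking PGK as controls. Buffer: 100 mM TEA (pH 7.6), 5 mM MgCl2, 0.01% Tween-20. Coupling enzyme GAPDH (100 nM final) supplies unstable 1,3-BPG in-well.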
# POLI inh: qHTS for Inhibitors of Polymerase Iota; Potency, µM (top dose mostly 115 µM), without a hit: at the highest dose activity, negative = inhibition, usual class: inhibitors; AID 588590, 2011; hit rate 1% among 390,000; DNA polymerase iota (Homo sapiens), Q9UNA4; Pol iota fluorescent replication assay, 10 min; further: potency means the concentration at half of the fitted maximal effect
#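 Pol iota at 10 nM preincubated 15 min with compounds at room temperature; reaction started with fluorescent substrate, 50 nM final. Fluorescence read kinetically at 0 and 10 min; buffer-only wells as negative control.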
# POLB inh: qHTS Assay for Inhibitors of DNA Polymerase Beta; Pol beta primer extension/strand displacement, fluorescence kinetic; P06746; Potency, µM (doses to about 114 µM), inactives show at the top dose activity change, negative = inhibition, most hits filed as inhibitors; hit rate 1.3% among 340,000; further: potency means the concentration at half of the fitted maximal effect; on the % scale 0 is the no-effect control and ±100 the full control effect
#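 Preincubation: enzyme (10 nM) with compound, 15 min, RT. Reaction: substrate added to 50 nM final. Reads: 0 and 10 min. Analysis: normalized, Hill fit.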
# The depositor's hits bear a star; i = inactive; ? = inconclusive; nt = not tested or not shown; & = joins results of further samples; [ ] = dose if it differs, or a comment. Unless noted, the call rests on the fitted dose curve; in most records, active means well fitted curve in the direction sought with a large enough effect; inconclusive means small, poorly fitted or top-dose-only effect, or another doubt; inactive means no such curve, though single readings can be large; an effect the other way counts as inactive or inconclusive. This is a subset; rates above refer to the full screens.
compound	POLB inh	Pol eta inh	APEX1 inh	POLI inh	POLK inh	RXFP1 antagonist	Apoferritin bind	BLM helicase inh	Tb PGK inh
COc1ccc2ncc3c(-c4ccc(C)c(C)c4)nn(CC(=O)NC4CCCC4)c3c2c1	-1%	-6%	nt	-2%	-2%	-17	-5%	-3%	7%
Cc1ccc(S(=O)(=O)N(C)C)cc1[N+](=O)[O-]	8%	4%	-4%	-29%	-14%	-5	-7%	-4%	-10%
COc1ccc(S(=O)(=O)N(C)C[C@H]2Oc3ccc(NC(=O)CCC(F)(F)F)cc3C(=O)N([C@H](C)CO)C[C@@H]2C)cc1	nt	-10%	-13%	11%	-5%	nt	nt	nt	-3%
COC(=O)c1cccc(NC(=O)C2COc3ccccc3O2)c1 (stereo not given)	-13%	-8%	-1%	-11%	-7%	-2	-18%	-3%	1%
CC(=O)c1cccc(NC(=O)CNC(=O)Cc2ccccc2)c1	2%	-20%	42%	61%[activator]	3%	6	-13%	-3%	-15%
CC1CCCCC1Nc1ncnc2sccc12 (stereo not given)	6%	6%	-1%	34%[activator]	-17%	-8	-24%	0%	2%
C#CCOCCOCCOCCNc1nc(N2CCOCC2)nc(N2CCN(C(=O)[C@H]([C@@H](C)CC)n3cc(CCCN=C(N)N)nn3)CC2)n1	1%	-17%	2%	11%	3%	nt	-8%	-11%	-3%
COc1ccc(-n2c(Cc3cccn3C)nnc2SCC(=O)Nc2cccc(NC(C)=O)c2)cc1	13%	-9%	-1%	1%	0%	-1	-14%	0%	-3%
COc1ccc(Cl)cc1NC(=O)c1cc(-c2ccccc2)on1	1%	-2%	44%	0%	-3%	0	-1%	-3%	-1%
CCc1ccc2oc(-c3ccc(NC(=O)c4cccc(Cl)c4Cl)cc3)nc2c1	3%	-3%	nt	-3%	-1%	-1	-3%	0%	-9%
O=c1ccc2ccc(O[C@@H]3O[C@H](CO)[C@@H](O)[C@H](O)[C@H]3O)c(O)c2o1	nt	-8%	9%&-3%	-19%	8%	nt	nt	-2%	-1%
CCCCCC(=O)NC(=S)Nc1ccc(Br)cc1C	40%	-15%	3%	18%	-12%	-8	5%	-3%	-3%
CCCOc1ccc(-c2nc(N3CCN(CC)CC3)c3ccccc3n2)cc1	-6%	-16%	-13%	-16%	-5%	-19	-19%	3%	-4%
CC(Cc1ccccc1)N/C=C1\CC(=O)NC1=O (stereo not given)	0%	-15%	18%	8%	-5%	-5	-12%	-1%	1%
Cc1cc(C)c(C)c(S(=O)(=O)N2CCCN(C)CC2)c1C	-23%	8%	22%	48%[activator]	-3%	-8	-2%	3%	23%
Cc1ccc(NS(=O)(=O)c2ccc3c(c2)N(C)C(=O)CC(=O)N3C)cc1Cl	-3%	-4%	nt	0%	-12%	-3	-6%	-10%	10%
Cc1ccc(C(=O)N/C(=C/c2ccco2)C(=O)N2CCOCC2)cc1	14%	-16%	18%	115%[activator]	-9%	-3	-1%	-3%	0%
O=C1CCC(=O)N1OCCOc1ccc(Cl)c2ccccc12	1%	-6%	1%	30%[activator]	-5%	0	-13%	-3%	9%
COc1ccccc1C(=O)NC(CCSC)C(=O)NNC(=O)c1csc(N2CCOCC2)n1 (stereo not given)	36%	-8%	2%	4%	-6%	-11	-11%	-2%	9%
Cc1ccc(S(=O)(=O)Cn2nnnc2C(C(C)C)N2CCSCC2)cc1 (stereo not given)	33%	-9%	-1%	-12%	-15%	14	-10%	-5%	nt
CC(C)(O)c1[nH]c2ccc(C(F)(F)F)cc2c1C(C)(C)O	0%	-12%	-2%	5%	-13%	nt	?	-6%	8%
CCCN(CCC)CC(=O)NCC1(c2ccccc2)CCOCC1	10%	3%	19%	11%	-20%	-9	-1%	4%	2%
CCN(CC)CC(C)(C)C(=O)/C=C/c1ccc(/C=C/C(=O)C(C)(C)CN(CC)CC)cc1	nt	-15%	nt	5%	-13%	-31	nt	nt	3%
Cc1cc(Br)ccc1OCC(=O)N(Cc1nc(-c2ccccc2)no1)C(C)C	-4%	-23%	-12%	1%[58.9 µM]	-7%	1	0%	-10%	4%
Cc1ccc(Cl)cc1NC(=O)Cn1nc2c(cc1=O)CC(C)CC2 (stereo not given)	9%	-2%	nt	-6%	-4%[60.1 µM]	-11	0%	-3%	12%
N#C/C(=C\c1cn(CCOc2ccccc2F)c2ccccc12)C(=O)NCc1cccs1	0%	-9%	2%	8%	-5%	0	-4%	4%	6%
CCN1C(=O)/C(=C\c2ccco2)C(C(=O)OC)=C1C	-15%	-8%	?	-12%	-2%	1	-18%	-2%	-13%
O=C(CN1CCCCC1)Nc1ccc(C(F)(F)F)cc1Cl	-11%	-19%	13%	27%	-2%	-15	13%	-6%	-5%
COc1nc(=O)n(C2OC(CO)C(O)C2O)cc1C (stereo not given)	nt	-3%	nt	10%	-11%	-5	nt	nt	-2%
Cc1cccc(-c2nc(CC(=O)Nc3cccc(S(=O)(=O)NC4=NCCC4)c3)cs2)c1	nt	0%	23%	0%	-13%	10	nt	nt	4%
COc1cccc(NC(=O)CN(C)C(=O)c2sc3cc(Cl)ccc3c2Cl)c1	nt	-20%	-5%	9%	-17%	-16	nt	nt	9%
CC(CCc1ccccn1)(CCc1ccccn1)C(=O)c1ccccc1	nt	-18%	nt	97%[activator]	-7%	2	nt	nt	i
CCOC(=O)c1ccc(N2C(=O)c3n[nH]c(-c4cccs4)c3C2c2ccc(C(C)(C)C)cc2)cc1 (stereo not given)	-10%	-19%	nt	-12%	-18%	nt	-10%	-18%	-4%
O=C(Nc1ccc2cn[nH]c2c1)c1c(Cl)cccc1Cl	-8%	-10%	1%	16%	-9%	-1	-1%	-4%	5%
CN(C)S(=O)(=O)c1ccc(/C(O)=C2/C(=O)C(=O)N(CCN3CCCCC3)C2c2cccnc2)cc1 (stereo not given)	nt	?	nt	5%	-5%	6	nt	nt	0%
COc1cc(OC)cc(C(=O)N2CCN(Cc3cccc(F)c3)CC2)c1	0%	-5%	0%	16%	-6%	3	-4%	0%	1%
Cc1c(C(=O)O)cccc1N1C(=O)Nc2ccccc2N1O	-26%	-20%	2%	3%	-2%	13	3%	3%	-7%
CC(=O)Nc1ccc(Nc2nc3c(S(=O)(=O)c4ccc(C)c(C)c4)nnn3c3ccccc23)cc1	2%	-18%	?	34%[activator]	0%	-8	-8%	-4%	-5%
O=C(NCc1ccco1)c1ccc(S(=O)(=O)N2CCOCC2)cc1	35µM*	?	32µM*	16µM*	?	8	-23%	-27%	-3%
Cc1nn(CCOc2cccc(Cl)c2)c(C)c1[N+](=O)[O-]	-1%	-2%	20%	28%	-8%	4	?	-6%	3%
CC(=O)/C(=N/Nc1cccc(C)c1)N1CCOCC1	18%	-11%	2%	5%	1%	-10	-11%	2%	-2%
O=C(CCCSc1ccc(Cl)cc1)Nc1cc(S(=O)(=O)N2CCOCC2)ccc1O	nt	1%	-18%	?	-7%	-8	nt	nt	-5%
CC(=O)Nc1cccc(NC(=O)C2CC(=O)N(c3ccc(C)cc3)C2)c1 (stereo not given)	1%	5%	-2%	8%	-6%	18	3%	-5%	nt
Cc1nc(NC(=O)c2cccc(Cl)c2)sc1C(=O)N1CCCCC1	4%	4%	-3%	5%	1%	-9	?	-12%	-10%
CC(C)c1nn2c(=O)cc(COC(=O)c3ccc(NC(=O)c4ccccc4Cl)cc3)nc2s1	?	-17%	nt	-13%	9%[60.1 µM]	-4	-22%	-8%	-9%
CCCCn1nnnc1SCC(=O)NNC(=O)C1CCCCC1	29%	-14%	1%	9%	3%	-13	-10%	1%	nt
COCCOc1cc(NCc2ccccc2)c2ncn(C(C)C)c2c1	nt	-8%	-12%	?	-15%	nt	nt	nt	5%
COc1ccc(C(=O)NCC(=O)N/N=C/c2ccc([N+](=O)[O-])s2)cc1OC	6%	2%	0%	10%	-10%[60.1 µM]	-8	?	-1%	-3%
CN1CCCC(OC(=O)c2cc(Cl)ccc2Cl)C1 (stereo not given)	3%	-17%	2%	18%	0%	-5	?	4%	2%
C#CCOc1ccc(/C=N/O)cc1Cl	2%	-2%	-2%	23%	0%	8	?	-4%	0%
O=C1OC(C(O)CO)C(O)=C1O (stereo not given)	nt	nt	?	nt	1%[60.1 µM]	nt	-3%	-4%	nt
CC(=NNC(=O)c1cc(C)oc1C)c1ccc(Br)s1	nt	-7%	16%	13%	-5%	-10	nt	nt	2%
CCN1C(=O)[C@H]2[C@H]3CN=C(SCc4ccc(C)cc4)N3[C@@](CC)(C(=O)OC)[C@H]2C1=O	nt	-11%	-4%	?	-19%	nt	nt	nt	5%
COc1ccc(NC(=O)C2CCCN(C(=O)NC3CCCCC3)C2)cc1OC (stereo not given)	4%	2%	2%	-6%	-2%	-4	-11%	-1%	-6%
COc1cccc2cc(C(=O)NCc3ccco3)c(=O)oc12	-4%	0%	0%	10%	0%	-6	-9%	-7%	-3%
Cc1cc(Nc2ccc(C(=O)O)cc2)nc(N)n1	15%	-29%	21%	89%[activator]	-12%	-12	-8%	-8%	1%
COc1ccccc1-n1cc(-c2ccc(C)cc2)[nH]c1=S	-17%	-23%	17%	170%[activator]	-8%	-16	-15%	-3%	-9%
COc1ccc(NS(=O)(=O)c2cc(C(=O)N3CCCCCC3)ccc2C)cc1	nt	-10%	-3%	-21%	14%	-10	nt	nt	-8%
